Screening results deposited in PubChem BioAssay by several laboratories.
HTRA1 inhibitor – HTRA1 (human) protease inhibition | Q92743 | recombinant HTRA1, FP-rhodamine activity-based probe, fluorescence polarization | inhibition, % at 5.96 µM | hit rate 0.5% among 340,000; in the data active = inhibition above about 36%;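 also: 0% = enzyme with DMSO and 100% = wells lacking enzyme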
Rev-erbA mod – Rev-erb alpha (human) modulation; hit rate 0.79% among 370,000; AID 1259318; Rev-erbα–FITC-DNA binding, fluorescence polarization, 90 min; activity, % at 10 µM;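 active = activity above about 14%, limit read from the data; passing the limit was not always enough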;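 also: 0% = DMSO wells with 35 nM protein and 100% = DMSO wells with 750 nM protein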
SMARCA2 act – SMARCA2 function activation, primary screen; hit rate 1% among 370,000; activation, % at 9.1 µM; AID 652017; MG213 cells, MMTV-luciferase reporter, dexamethasone, overnight; in the data active = activation above about 7.8%;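 also: 0% = vehicle wells and 100% = reference activator wells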
rCAG binder – binds r(CAG) RNA repeats; r(CAG) RNA repeat, TO-PRO-1 dye displacement fluorescence; inhibition, % at 3 µM; hit rate 1.3% among 370,000;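 active = inhibition above the plate cutoff, the mean of all test compounds on that plate plus 3 SD, cut at about 35% in these data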;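 also: 0% = DMSO alone and 100% = 100 µM mitoxantrone as full dye displacement; higher means more dye released from RNA so lower well fluorescence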
ARFGAP1 inhibitor – rat ARFGAP1 inhibition; Arfgap1-stimulated ARF1 GTP hydrolysis, GDP FP detection; inhibition, % at 16.5 µM; AID 651572; hit rate 0.26% among 360,000;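 active = inhibition above a per-plate limit, mean inhibition of low control wells plus 3 SD, cut at about 25% in these data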;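 also: 0% = DMSO wells with enzyme and 100% = wells lacking Arfgap1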
Target sequence (Q62848 1-136 limits assumed): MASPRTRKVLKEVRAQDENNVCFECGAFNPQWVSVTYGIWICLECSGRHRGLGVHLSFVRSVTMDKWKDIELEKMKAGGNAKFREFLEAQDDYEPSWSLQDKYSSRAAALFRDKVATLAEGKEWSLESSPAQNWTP
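Replicates: Single well per compound | Assay system: Truncated rat Arfgap1 GAP domain | Control set: No-Arfgap1 wells (100%) versus DMSO full-reaction wells (0%) | Times: Enzyme reaction 120 min at 25 °C after 20 min preincubation | Reagent: Human ARF1(Δ1-17)-GTP substrate | Measured by: Tracer-displacement fluorescence polarization with EDTA stop, 620/688 nm | Measure: Percent inhibition of Arfgap1-stimulated GTP hydrolysis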
GC-A act – GC-A (human) enzyme activation; HEK293 GC-A cells, cGMP TR-FRET, EC30 ANP; 0% at EC30 ANP, 100% saturating ANP; AID 1671463; hit rate 0.14% among 370,000; P16066; activation, % at 10 µM; in the data active = activation above about 40%
ABHD4 inh – inhibits mouse alpha/beta hydrolase domain 4 | AID 720543 | inhibition, % at 8.92 µM | purified mABHD4, FP-Rh probe fluorescence polarization | hit rate 0.54% among 370,000;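 active = inhibition exceeding the mean over every tested compound plus 3 SD, cut at about 30% in these data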;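 also: 0% = plate median of compound wells and 100% = S159A mutant with DMSO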
Target sequence (Q8VD66 whole entry, looked up, the tested form may be a part): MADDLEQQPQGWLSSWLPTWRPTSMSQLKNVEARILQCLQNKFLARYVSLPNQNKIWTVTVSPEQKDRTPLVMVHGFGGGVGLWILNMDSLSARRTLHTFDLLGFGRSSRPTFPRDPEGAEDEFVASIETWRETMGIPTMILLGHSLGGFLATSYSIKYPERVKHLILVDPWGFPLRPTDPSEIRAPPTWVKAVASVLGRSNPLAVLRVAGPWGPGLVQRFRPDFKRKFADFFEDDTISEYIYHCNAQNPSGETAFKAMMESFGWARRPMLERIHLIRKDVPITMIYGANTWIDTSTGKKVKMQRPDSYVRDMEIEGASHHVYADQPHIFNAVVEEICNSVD
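Test system: mABHD4 protein | Buffer or medium: HEPES pH 7.0 buffer, 150 mM NaCl, 0.01% Pluronic F-127 | Probe or stimulus: FP-Rh fluorescent activity-based probe, added after compound pre-incubation | Timing: Pre-incubation 45 min, probe exposure 60 min, at 25 °C | Technique: Fluorescence polarization, excitation 525 nm, emission 598 nm, BODIPY TMR filters | Repeats: Single well per compound (singlicate)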
PG9 binder – small molecules binding HIV-1 gp120 antibody PG9; TR-FRET gp120-PG9 antibody binding; inhibition, % at 6.7 µM; hit rate 0.43% among 360,000; AID 624416; in the data active = inhibition above about 8.5%
NPR2 activator – GC-B (human) receptor activation; hit rate 0.11% among 370,000; AID 1920062; activation, % at 10 µM; HEK293-GC-B cells, CNP EC30, cGMP TR-FRET; 0% at EC30 CNP, 100% saturating CNP; P20594;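 active = activation at 10 µM reaching about 35% in either raw or pattern-adjusted values, limit read from the data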
ASAP1 GAP inh – blocks human ASAP1-stimulated Arf1 GTP hydrolysis; Q9ULH1; GDP FP detection; inhibition, % at 16.5 µM; hit rate 0.19% among 360,000; AID 624377; in the data active = inhibition above about 25%;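 also: 0% = vehicle with enzyme and substrate and 100% = no enzyme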
Target sequence (Q9ULH1 325-724 limits assumed): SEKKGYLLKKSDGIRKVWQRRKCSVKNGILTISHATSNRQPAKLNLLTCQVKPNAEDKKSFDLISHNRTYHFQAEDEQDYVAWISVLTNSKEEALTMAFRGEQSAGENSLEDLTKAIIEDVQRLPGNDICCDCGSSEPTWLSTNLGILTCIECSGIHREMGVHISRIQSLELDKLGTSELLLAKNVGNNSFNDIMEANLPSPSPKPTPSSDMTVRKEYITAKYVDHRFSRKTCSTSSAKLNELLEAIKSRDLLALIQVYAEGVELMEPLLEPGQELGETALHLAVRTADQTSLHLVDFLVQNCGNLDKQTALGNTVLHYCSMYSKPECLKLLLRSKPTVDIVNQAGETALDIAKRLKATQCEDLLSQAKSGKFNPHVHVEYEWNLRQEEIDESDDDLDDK
* = called active by the depositor; x = no result given. Hits appear at their usual frequency; any-hit rate near 4.4%.

Molecule	HTRA1 inhibitor	Rev-erbA mod	SMARCA2 act	rCAG binder	ARFGAP1 inhibitor	GC-A act	ABHD4 inh	PG9 binder	NPR2 activator	ASAP1 GAP inh
CCOC(=O)C1=C(N)OC2=C(C(=O)CCC2)C1c1ccco1 (stereo unspecified)	-4	2	-3	-2	-3	3	7	-1.0	6	5
CC1=NN(C(N)=S)C(=O)C1N=Nc1ccc(C)cc1C (stereo unspecified)	x	5	3	13	4	-1	11	-6.5	-13	-11
O=c1c(-c2ccccc2)c(O)c2cccc3c2n1CCC3	7	-1	-2	-1	15	2	-2	-1.1	1	2
O=S(=O)(c1ccccc1)N1CCN(CCc2ccccc2)CC1	4	5	-3	5	-10	0	0	0.3	3	12
COc1cc(S(=O)(=O)N2CCOCC2)cc(C(=O)OCC(=O)NCc2ccco2)c1OC	1	-9	3	-1	7	2	-3	-2.4	0	6
CCN1CCN(CCNC(=O)c2ccc(/C=C3\Sc4ccccc4N(Cc4ccccc4F)C3=O)cc2)CC1	-14	-3	-2	4	-6	-5	-13	0.3	7	-2
O=C(c1noc2c1CCCC2)N1CCCCC1	6	8	-4	-1	4	-1	4	1.9	-9	4
CCn1c(COc2cccc3ccccc23)nnc1SCC(N)=O	2	-3	-2	2	-6	-2	1	-2.0	-2	3
NC(=O)C1CCN(C(=O)COc2ccc3c(c2)oc(=O)c2ccccc23)CC1	-2	-8	2	-2	15	-3	-2	-0.1	-3	20
COc1ccc(N2CCN(C(=O)c3ccccc3NC(=O)c3ccccc3)CC2)cc1	6	5	-1	-6	-1	5	2	-0.6	-5	3
CN(Cc1nccn1C)C(=O)c1cc(COc2cccc(C(F)(F)F)c2)on1	7	-5	-1	-7	-7	6	4	0.6	1	-5
O=C(NCc1nnc(SCC(=O)N2CCCc3ccccc32)n1-c1ccccc1)c1cccc2ccccc12	2	1	-1	4	5	-3	-11	-1.1	-9	7
Cc1cccc(/C=C2/S/C(=N/N=C3\CC4CCC3(C)C4(C)C)NC2=O)c1 (stereo unspecified)	-6	3	0	8	4	-2	-1	-1.4	-1	2
Cc1cc(NC(=O)CSCc2nc(-c3cccc(Cl)c3)oc2C)no1	6	7	-4	-1	6	6	4	-1.0	4	5
COc1ccc(CC(N)c2csc(NC(=O)Nc3ccccc3Cc3ccccc3)n2)cc1 (stereo unspecified)	x	-1	-5	20	-6	2	4	-0.8	-1	9
c1ccc(-c2nnc(-c3ccncc3)nc2-c2ccccc2)cc1	-4	-4	0	-4	-7	0	-7	-1.8	-5	14
CCCS(=O)(=O)N1CCC(C(=O)NCCc2ccc(OC)c(OC)c2)CC1	3	-2	-1	-1	12	1	3	-0.7	2	5
CC1CCN(S(=O)(=O)N2CCN(C(=O)c3ccc4c(c3)OCO4)CC2)CC1	4	-3	1	-4	-4	0	-3	-0.8	4	6
COc1ccc(NC(=O)CSc2nc3ccccc3c3nc4ccccc4n23)cc1	2	7	0	3	-15	1	7	-1.5	5	4
CC(C)(C)n1ncc2c(=O)n(Cc3cccc(Cl)c3)cnc21	-5	1	1	-5	-4	5	-3	-0.2	11	-6
CC12CC3CC(C1)CC(C(=O)NNC(=O)c1ccncc1)(C3)C2	8	6	0	3	-3	0	2	-1.1	-2	-7
CCCCN(C=O)c1c(CC)nc2c(OCC3CCCCC3)cccn12	x	0	-3	0	-4	-2	4	-0.4	3	-19
Cc1ccc(NC(=O)Cn2cnc3c(oc4nc5c(cc43)COC(C)(C)C5)c2=O)cc1	7	-5	-3	3	-1	-2	1	0.5	-2	5
CCC(Sc1nc(C)cc(C)n1)C(=O)Nc1ccc(Cl)cn1 (stereo unspecified)	-6	3	1	0	-6	5	-14	-0.3	-8	3

As entered above.
COc1cc(S(=O)(=O)N2CCOCC2)cc(C(=O)OCC(=O)NCc2ccco2)c1OC @ NPR2 activator = 0
CCCCN(C=O)c1c(CC)nc2c(OCC3CCCCC3)cccn12 @ ASAP1 GAP inh = -19
CC(C)(C)n1ncc2c(=O)n(Cc3cccc(Cl)c3)cnc21 @ HTRA1 inhibitor = -5

Additional records
Molecule	HTRA1 inhibitor	Rev-erbA mod	SMARCA2 act	rCAG binder	ARFGAP1 inhibitor	GC-A act	ABHD4 inh	PG9 binder	NPR2 activator	ASAP1 GAP inh
O=C(C1=C(O)C(=O)N(CC2CCCO2)C1c1ccc(Cl)cc1Cl)c1ccco1 (stereo unspecified)	-5	-5	-5	11	-5	6	5	11*	4	0
CCCCn1c(N)c(N(CCOC)C(=O)CSc2ccccc2C)c(=O)[nH]c1=O	-3	2	-1	1	-7	4	-1	-1.9	2	-9
COc1ccccc1-c1cc2nc(-c3ccccc3)cc(N3CCN(C(=O)c4ccoc4)CC3)n2n1	-72	-4	-5	10	9	-7	-27	-0.1	0	-12
COc1ccc(-n2ccn(CC(=O)Nc3ccc(OC)cc3OC)c(=O)c2=O)cc1	2	-3	5	-1	-12	-2	1	-1.3	0	-9
CSc1ccccc1NC(=O)CN(C)C(=O)COc1cccc2cccnc12	25	-5	5	1	2	-4	12	-3.0	1	-13
Cc1ccc(C(=O)NCC(=O)OCC(=O)NC(C)C2CC3CCC2C3)cc1 (stereo unspecified)	-1	-2	-1	-7	-14	-2	2	-0.9	-1	-18
O=C(CSc1nc(O)c(C2CCCCC2)c(=O)[nH]1)Nc1ccc(Cl)cc1	-4	0	0	12	2	1	5	-1.2	-2	7
O=c1[nH]snc1N1CCOCC1	-4	-2	-3	-2	17	2	-3	-1.5	2	-4
N#Cc1sc2nc(C3CC3)cc(-c3ccc(Cl)cc3)c2c1N	-26	-6	-5	3	5	9	7	3.0	0	0
CCC1(C)Cc2c(sc3nc(SC)nc(NCCN(C)C)c23)CO1 (stereo unspecified)	6	-3	-1	-3	4	3	3	1.1	-5	-3
Nc1cccnc1Sc1ccccc1	6	7	0	-2	-9	-2	0	-0.1	1	-1
CN(CC(=O)Nc1ccc2c(c1)OCO2)S(=O)(=O)c1ccc2c(c1)CCC(=O)N2	0	0	-2	7	1	-2	1	-1.0	-1	-4

Entries above shown as hits in PG9 binder:
mol | HTRA1 inhibitor | Rev-erbA mod | SMARCA2 act | ARFGAP1 inhibitor | GC-A act | ABHD4 inh | PG9 binder | NPR2 activator | ASAP1 GAP inh
O=C(C1=C(O)C(=O)N(CC2CCCO2)C1c1ccc(Cl)cc1Cl)c1ccco1 (stereo unspecified) | -5 | -5 | -5 | -5 | 6 | 5 | 11* | 4 | 0

Following part:
Molecule	HTRA1 inhibitor	Rev-erbA mod	SMARCA2 act	rCAG binder	ARFGAP1 inhibitor	GC-A act	ABHD4 inh	PG9 binder	NPR2 activator	ASAP1 GAP inh
Cc1nc2ccccc2nc1-c1ccc([N+](=O)[O-])cc1	1	-13	-1	0	-8	4	-4	1.0	-2	0
Cc1ccccc1OCCSc1nc(N(C)C)nc(N(C)C)n1	1	3	-3	-5	7	-8	-3	0.3	-2	-12
CCCCCCCN1CCC(=O)N([C@H](CO)Cc2ccccc2)CC1	-4	0	1	-12	3	2	-3	-0.6	4	-11
Cc1csc(NC(=O)c2oc3ccccc3c2C)n1	-24	4	6	3	1	2	-5	1.1	-4	-3
Cc1cccn2c(=O)c(C=Nc3ccc(Cl)cc3)c(NCCO)nc12	6	5	0	2	3	3	-3	1.3	2	-4
O=[N+]([O-])c1ccc(S(=O)(=O)NN=Cc2ccc(Cl)c(Cl)c2)cc1	-1	3	-2	7	-6	1	-2	-2.8	4	9
C=C1C(C(=O)N2CCN(C)CC2)C1C(=O)N1CCN(C)CC1 (stereo unspecified)	0	3	-4	2	-9	2	-6	-2.1	-5	4
O=C(N/N=C/c1ccco1)c1cc(-c2ccc(Cl)s2)[nH]n1	-36	-2	-1	6	3	26	-21	-1.6	3	5
Cc1ccccc1OCC(O)CN1CCN(C)CC1 (stereo unspecified)	-1	1	1	1	5	-3	-4	0.1	0	11
CC(C)C[C@@H](CO)N1CCN(C)CCC1=O	1	1	-1	0	6	5	-4	-2.1	-5	6
COc1ccc(NS(=O)(=O)c2cccc3ccccc23)cc1	-13	-6	-3	-1	-6	-16	-1	-1.1	-12	6
COc1ccc(S[C@]2(C(=O)N3CCCC3)CC(=O)N(c3ccccc3OC)[C@@H]2c2ccc(OC)cc2)cc1	x	-4	-3	7	x	-2	1	x	-1	x
CCCN(CCC)CCCNC(=O)c1cn(-c2ccc(OC)cc2)c(=O)c2ccccc12	3	-1	-1	-4	11	-4	0	0.7	6	-6
CCN1C(=O)CS/C1=N\S(=O)(=O)c1ccccc1	9	1	-2	4	-3	-5	-3	0.8	-2	2
CCC(=O)N1c2ccc(S(=O)(=O)CCC(=O)NCCC3=CCCCC3)cc2CC1C (stereo unspecified)	-5	-2	-2	-7	-6	-6	-4	-0.4	-6	-13
CCC1(C(=O)c2ccccc2)C(c2ccc([N+](=O)[O-])cc2)C1(C(=O)OC)C(=O)OC (stereo unspecified)	-5	-4	-6	-3	-3	0	2	1.0	-1	-4
CCn1nnnc1NC(=O)c1ccc2ccccc2c1	1	1	-3	-6	-7	-4	-1	0.2	1	-10
CCC(C)c1ccc(NC(=O)CSc2nnc(-c3cccc(C)c3)n2C)cc1 (stereo unspecified)	x	-3	-5	2	x	-5	-4	x	-3	x
O=C(COC(=O)c1ccc(N2CCCC2=O)cc1)c1ccccc1	2	0	1	-1	8	5	1	-1.1	6	1
O=C(CN1CCN(c2nc(-c3ccccc3)cs2)CC1)Nc1ccc2c(c1)OCO2	-3	-2	-2	7	2	0	-13	0.3	-2	-6
CC(OC(=O)C1CC(=O)N(Cc2ccco2)C1)C(=O)Nc1ccc(F)cc1Cl (stereo unspecified)	8	-1	6	1	16	-1	-2	-2.2	5	9
CCCCCCCC(=O)NNC(=O)c1c(O)c2ccccc2n(CCC)c1=O	2	4	-2	-2	3	3	4	-2.0	2	5
O=C(N/N=C/c1ccc(N2CCCCC2)o1)c1ccccc1	12	2	0	7	7	4	17	-2.6	-2	-12
FC(F)(F)c1cccc(Cc2noc(CN3C[C@@H]4CCC[C@H]3C4)n2)c1	-7	-1	-5	-5	4	0	-5	0.1	0	-15
Cc1cc(Br)cn2c(Cc3ccccc3)c(-c3ccccc3)nc12	x	4	-1	7	1	3	-14	4.0	7	10
COc1ccc(NC(=O)CCC(=O)Nc2nnc(C(C)C)s2)cc1Cl	0	5	-1	-3	23	-2	-1	-1.6	-5	-5
C=CC[C@@H](CC(=O)N[C@H](CO)Cc1ccccc1)C(=O)NCCOC(=O)[C@@H](CC=C)CC(=O)OC(C)(C)C	0	-2	-1	-4	9	-3	-3	1.6	5	-10
COc1ccccc1NC(=O)C1CCN(C(=O)c2ccc(C(C)(C)C)cc2)CC1	-9	-2	-1	-8	-11	1	5	-1.0	-2	9
Cc1ccc2cc(NC(=O)C3(C)CCN3C(C)C)ccc2n1 (stereo unspecified)	x	-2	-4	0	-5	-1	-5	0.2	3	-17
